From PubChem
M1 agonist: M1 muscarinic receptor agonists, primary screen, CHO-M1 cells, Fluo-4 calcium, agonist mode. Fluo-4 calcium fluorescence; stronger effect = higher value. Muscarinic acetylcholine receptor M1. 3% of 64,000 active. B-score at 10 µM;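 active = fluorescence rise, raw or as B-score row- and column-corrected plate score, outside the 99.7% band of its plate's samples, either direction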
D1 allo mod: D1 CRE-luciferase signal change, two-sided – cell-based, HEK293 D1, dopamine EC30, D1 allosteric modulator project, primary screen; dopamine EC30 potentiation; actives deviate in either direction; B-score at 10 µM; 5.9% of 58,000 active; AID 641, 2007;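 active = luminescence count or its row- and column-corrected plate score outside the 99.7% band of the plate's sample wells, on either side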
M1 antagonist: antagonists of rat M1 muscarinic receptor; Muscarinic acetylcholine receptor M1 (Rattus norvegicus), P08482; CHO-M1 cells, Fluo-4 calcium, ACh EC80 antagonist mode; stronger effect = lower value; B-score at 10 µM; 3.4% of 64,000 active; AID 628, 2007;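 active = calcium fluorescence response, raw or row-and-column corrected B-score, differing from the plate sample mean either way at a set confidence level, mostly lower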
Target sequence (P08482 whole entry, looked up): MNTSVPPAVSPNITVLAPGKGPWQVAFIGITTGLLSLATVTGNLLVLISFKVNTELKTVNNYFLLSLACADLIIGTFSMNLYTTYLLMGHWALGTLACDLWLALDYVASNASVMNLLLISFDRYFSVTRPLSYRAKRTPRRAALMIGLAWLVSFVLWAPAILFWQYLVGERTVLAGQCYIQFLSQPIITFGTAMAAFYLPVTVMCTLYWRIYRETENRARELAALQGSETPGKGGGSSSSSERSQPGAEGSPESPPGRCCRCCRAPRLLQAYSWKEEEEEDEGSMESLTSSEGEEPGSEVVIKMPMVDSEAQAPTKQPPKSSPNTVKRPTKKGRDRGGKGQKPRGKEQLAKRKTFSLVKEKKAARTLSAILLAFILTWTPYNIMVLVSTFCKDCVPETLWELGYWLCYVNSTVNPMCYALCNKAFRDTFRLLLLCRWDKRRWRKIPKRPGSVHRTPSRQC
HEK293 NFkB inh: inhibitors of PMA/ionomycin-induced NF-kB reporter, primary screen, antigen receptor NF-kB inhibitor project, cell-based, HEK-293 luciferase reporter, luminescence | inhibition, % at 3 µM | 0.21% of 62,000 active | HEK-293 NF-kB luciferase reporter | AID 465, 2006;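 active = inhibition above the mean of all tested compounds plus 3 SD, cut at about 40% in these data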;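 also: 0% = stimulated DMSO wells and 100% = 10 µM reference inhibitor 5653914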
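Timing: 1 h pretreatment, 16 h stimulation, 37 °C; system: HEK-293 cells with stable firefly luciferase reporter driven by four HIV NF-kB elements; doses: 3 µM once, 0.30% DMSO; measured by: luciferase luminescence; control set: DMSO and 10 µM reference inhibitor; repeats: single test; reagent: PMA plus ionomycin mix as NF-kB-activating stimulus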
TNAP act DEA: human TNAP enzyme activators, primary screen, biochemical, luminescent, intermediate phosphate acceptor level; activation factor at 20 µM; Alkaline phosphatase, tissue-nonspecific isozyme (Homo sapiens), P05186; AID 813, 2007; purified TNAP, CDP-star luminescence, 100 mM DEA, 30 min; stronger effect = higher value; scale: 0 levamisole-inhibited, 1 vehicle-only enzyme; 64,000 tested, under 10 active;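 active = activation factor of at least 2 at 20 µM, relative to controls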
S1P1 ag pot: S1P1 agonists and agonism potentiators, primary screen, cell-based, primary and confirmation screens, CRE-bla reporter. Sphingosine 1-phosphate receptor 1 (Homo sapiens), P21453. S1P1 CRE-bla cells, forskolin, beta-lactamase FRET, potentiator mode; S1P1 agonist co-added at EC20, 2 nM; 100% = saturating reference agonist, 0% = basal. activation, % at 9.5 µM. 0.57% of 56,000 active. AID 449, 2006;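 active = activation above a cutoff set at the mean activation of all tested compounds plus 3 SD, cut at about 54% in these data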;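 also: forskolin at 4 µM as EC80 and the EC20 agonist is SEW2871; 100% = SEW2871 at its EC100 plus forskolin at EC80; some compounds past the cut are filed as inactive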
Target sequence (P21453 whole entry, looked up): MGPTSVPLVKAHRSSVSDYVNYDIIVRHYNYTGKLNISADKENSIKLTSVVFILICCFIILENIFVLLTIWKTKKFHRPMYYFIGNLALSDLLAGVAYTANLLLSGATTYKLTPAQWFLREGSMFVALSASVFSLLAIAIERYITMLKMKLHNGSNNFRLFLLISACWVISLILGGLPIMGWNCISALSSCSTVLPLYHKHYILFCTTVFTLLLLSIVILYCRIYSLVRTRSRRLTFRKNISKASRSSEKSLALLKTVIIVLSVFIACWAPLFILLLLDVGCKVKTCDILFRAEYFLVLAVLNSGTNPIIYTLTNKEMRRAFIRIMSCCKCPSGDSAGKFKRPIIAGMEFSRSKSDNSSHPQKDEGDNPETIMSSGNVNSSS
Ec RNAP inh: E. coli RNAP inhibitors, biochemical; inhibition, %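 (tested at 10 µM)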; 0.2% of 62,000 active; AID 559, 2006; E. coli RNA polymerase, fluorescence transcription assay; DNA-directed RNA polymerase subunit beta (Escherichia coli (strain K12)), P0A8V2; in the data active = inhibition above about 20%;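 also: 0% = enzyme without compound and 100% = no enzyme blank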
S1P3 agonist: human S1P3 receptor agonists, primary screen, cell-based, primary and confirmation, NFAT-BLA reporter; activation, % at 4.5 µM; S1P3 NFAT-BLA reporter cells, agonism, FRET ratio; relative to 1 µM S1P, basal subtracted; 0.1% of 60,000 active; AID 373, 2006; Sphingosine 1-phosphate receptor 3 (Homo sapiens), Q99500;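 active = activation above the screen-wide mean plus 3 SD, cut at about 4.5% in these data, passing the limit was not always enough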; also: some compounds called inactive have numbers as strong as hits
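Assay system: CHO cells stably expressing human S1P3, Gα16 and NFAT-β-lactamase reporter. Timing: overnight plating, 4 h compound 37 °C, 2 h substrate RT. Signal: β-lactamase FRET emission ratio 460/535 nm. Measure: percent activation versus median 1 µM S1P response, basal-subtracted, per plate. Repeats: primary screen single test, confirmation screen in triplicate.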
Jurkat tox 60K: cytotoxicity toward Jurkat T cells, primary screen, cytotoxicity control, cell-based, Jurkat E6.1, 60K MLSMR library | Jurkat E6.1 viability, ATP luminescence, 48 h | inhibition, % at 4 µM | 1.2% of 56,000 active | AID 463, 2006;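 active = inhibition above the mean inhibition of all tested compounds plus 3 SD, cut at about 28% in these data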
Starred values were filed as active, the others as inactive; nt = no result given. An unsorted share of the library. Share with any hit: about 12%.

SMILES	M1 agonist	D1 allo mod	M1 antagonist	HEK293 NFkB inh	TNAP act DEA	S1P1 ag pot	Ec RNAP inh	S1P3 agonist	Jurkat tox 60K
COc1ccc2nc(NC(=O)Cc3ccc(OC)c(S(=O)(=O)N4CCOCC4)c3)sc2c1	0.023	-0.15	0.033	10	0.9	-9	6	0.2	-1
Cn1c(NCc2ccccc2)nc2c1c(=O)n(Cc1ccc(Br)cc1)c(=O)n2C	-0.38	nt	0.56	nt	0.9	-15	6	-2.0	nt
CN(C)C(=O)N1CCC(C(=O)NCc2ccc(F)cc2)CC1	0.02	nt	0.5	8	1	-2	0	-1.0	8
CC(C)OC(=O)CSc1nnc(-c2cnccn2)n1-c1ccc(Cl)cc1	-0.66	3.4*	0.3	21	1	-3	3	0.0	2
COc1ccc(NC(=O)Cc2ccc(Cl)cc2)cc1NC(=O)c1ccco1	0.45	-0.013	0.91	5	1	nt	3	-0.7	-7
Nc1cc(OC(=O)c2ccco2)nn1S(=O)(=O)c1ccc(F)cc1	-0.46	0.22	0.11	10	0.9	nt	-6	nt	nt
Cc1cc(S(=O)(=O)Nc2cccnc2)c(C)s1	-1	-0.31	0.027	4	0.9	5	10	0.4	-5
COCCn1c(SCC(=O)N(C(C)C)C(C)C)nnc1-c1cc2ccccc2cc1O	0.025	-0.15	0.055	3	0.9	nt	1	nt	nt
O=C(CN(C(=O)c1cc2c(s1)CCC2)C1CCCC1)NCc1cccs1	-0.22	0.022	0.64	10	1	nt	0	nt	nt
O=C(NCc1ccc(N2CCCC2=O)cc1)c1cnccn1	-0.28	nt	0.51	22	0.9	nt	5	nt	nt
c1ccc(CC2CNc3ccccc3CN2)cc1 (configuration not stated)	0.55	0.17	-0.66	-4	0.9	-6	5	-0.5	-4
Cc1cc(C)nc(SCC(=O)OCN2C(=O)c3ccccc3C2=O)n1	-1	0.03	0.74	18	0.9	nt	-1	nt	nt
CCN1CCc2c(sc(NC(=O)c3ccc(S(=O)(=O)N4CCOCC4)cc3)c2C(=O)OC)C1	0.81	1.3	-1.3	9	0.9	-6	6	1.4	-3
Cc1nc(SCC(=O)NCc2ccco2)c2oc3ccccc3c2n1	-1	nt	-0.16	10	0.9	nt	-1	nt	nt
O=C(c1ccco1)N1CCN(CC(O)Cn2c3ccccc3c3ccccc32)CC1 (configuration not stated)	3.8	-0.015	-0.016	23	1	nt	12	nt	nt
O=C(COC(=O)C1COc2ccccc2O1)NC1CCS(=O)(=O)C1 (configuration not stated)	-0.11	-0.78	-0.065	17	1	10	-11	-1.0	-1
Nc1nnc(Cc2ccc(Cl)c(Cl)c2)s1	-0.4	0.52	0.17	nt	0.9	-12	8	-1.8	nt
CCN1CCN(CC(=O)Nc2sc3c(c2C#N)CCC(C)C3)CC1 (configuration not stated)	-0.27	0.85	-0.74	10	0.8	-3	6	-0.9	-4
CCCS(=O)(=O)N1CCC(C(=O)NCc2cccnc2)CC1	0.11	-0.082	0.54	8	1	-23	3	-0.6	5
CCCCN(CC)CCCNC(=O)CS(=O)(=O)Cc1nc(-c2cccc(OC)c2)oc1C	0.18	0.75	-0.0014	17	0.9	8	2	-1.1	-10
COc1ccc(C(OC(=O)c2ccco2)C(=O)NCc2ccco2)cc1 (configuration not stated)	-0.41	-0.32	1.9	25	0.9	4	9	-0.1	7
COc1ccc(N2C3=[N+](CC2(C)O)c2ccccc2CC3)cc1 (configuration not stated)	-0.058	-1.4	-0.0059	10	0.9	-22	-2	-0.1	13
c1ccc2c(Cn3nnc4ccccc43)cccc2c1	-1.4	-0.092	0.57	1	0.8	34	5	-1.1	2
CC1CC(C)(C)NC(=S)S1 (configuration not stated)	0.44	-0.11	0.083	0	0.9	1	9	0.3	-1
CCOC(=O)CCCNC(=O)CN1C(=O)NC2(CCCCCC2)C1=O	-0.53	-0.22	0.94	5	1	1	-2	-1.5	9
CCCCOC(=O)c1cccc(NC(=O)CCC(=O)O)c1	-0.15	-0.012	-0.019	11	0.9	-15	8	-0.3	4
CC1=C(C(=O)OCCOC(C)C)C(c2cc3c(cc2Br)OCO3)C2=C(CCCC2=O)N1 (configuration not stated)	0.94	-0.024	1.2	12	1.1	-19	-6	-0.5	-2
CCOC(=O)N1CCC(NS(=O)(=O)c2cc(Br)cc3c2N(C(=O)CC)CC3)CC1	1.1	0.4	0.58	25	1	nt	6	nt	nt
Cn1c(Cn2c(=O)sc3ccccc32)nnc1SCC(=O)NCc1ccco1	-0.012	0.2	0.58	19	0.9	-11	1	-0.7	3
Cc1ccc(S(=O)(=O)N2CCCC2C(=O)OCC(=O)Nc2ccc3c(c2)OCO3)cc1 (configuration not stated)	0.54	-0.54	0.026	12	0.9	5	9	-1.1	-6

Ordered by number of heavy atoms (descending): three of the compounds above.
SMILES	M1 agonist	D1 allo mod	M1 antagonist	HEK293 NFkB inh	TNAP act DEA	S1P1 ag pot	Ec RNAP inh	S1P3 agonist	Jurkat tox 60K
Cc1ccc(S(=O)(=O)N2CCCC2C(=O)OCC(=O)Nc2ccc3c(c2)OCO3)cc1 (configuration not stated)	0.54	-0.54	0.026	12	0.9	5	9	-1.1	-6
CCOC(=O)N1CCC(NS(=O)(=O)c2cc(Br)cc3c2N(C(=O)CC)CC3)CC1	1.1	0.4	0.58	25	1	nt	6	nt	nt
c1ccc2c(Cn3nnc4ccccc43)cccc2c1	-1.4	-0.092	0.57	1	0.8	34	5	-1.1	2

Carrying on.
SMILES	M1 agonist	D1 allo mod	M1 antagonist	HEK293 NFkB inh	TNAP act DEA	S1P1 ag pot	Ec RNAP inh	S1P3 agonist	Jurkat tox 60K
Cc1nc2cc(-c3cccc(F)c3)nn2c(C)c1CCC(=O)N1CCN(c2ccccn2)CC1	-0.59	-1.4	-0.15	-3	0.9	-10	6	0.8	-11
CCC(=O)N[C@@H]1CC(C(C)(C)NC(=O)CC)CC=C1C (some centres not stated)	1	0.4	0.18	nt	0.9	-10	10	-2.9	nt
CC(C)c1nc2n[nH]c(N)c2c2c1CCC2	-0.31	nt	0.27	nt	0.9	-20	nt	-4.7	nt
CCCc1cc(=O)[nH]c(SCC(=O)N(C)C2CCS(=O)(=O)C2)n1 (configuration not stated)	-1.1	-0.16	-0.0071	9	0.9	2	4	0.0	-5
CC(=O)c1cc(C#N)c(SCCC(C)C)nc1C	0.43	3.3	-0.92	17	0.9	-42	1	-0.6	-4
CCOC(=O)N1CCC(NC(=O)c2cc3c(-c4cccc(OC)c4)nn(C)c3s2)CC1	0.021	0.47	-0.18	20	0.9	5	-1	-0.3	12
c1cncc(-c2noc(-c3ccco3)n2)c1	-0.058	1.1	1.3	-20	0.8	-10	11	0.3	-6
CN1C(=O)NC(c2ccccc2)C2=C1CN(Cc1ccccc1)C2=O (configuration not stated)	0.24	nt	-0.048	nt	0.9	-5	0	-1.6	nt
CCOC(=O)CC(=O)CSc1nc2ccc(C)cc2cc1C#N	0.1	nt	0.044	-17	0.9	3	9	-1.2	12
CCC(C)(C)n1nnnc1C(c1ccc(OC)c(OC)c1)N1CCN(c2ccccc2)CC1 (configuration not stated)	-0.27	0.22	0.32	15	0.9	-1	12	-0.6	-2
Cc1ccccc1CN1CCN(CC(=O)NCc2ccccn2)C1=O	-0.12	-0.58	-0.2	0	0.9	-7	-4	0.2	-3
COc1cc(Nc2nc(SCC#N)nc3ccccc23)cc(OC)c1OC	-0.4	-0.039	0.33	12	1.1	nt	5	nt	nt
Cc1nn(C)c(C)c1S(=O)(=O)N1CCC(C(=O)NC2CCCc3ccccc32)CC1 (configuration not stated)	-0.82	-0.59	-0.2	-7	0.9	2	5	-0.8	0
O=S(CC(O)COCc1ccc(Cl)cc1)c1ccccn1 (configuration not stated)	0.51	-0.14	0.037	5	0.9	-27	-3	-1.6	0
COc1ccc(OC)c(C2CC(=O)N3CN(c4cccc(Cl)c4)CSC3=C2C#N)c1 (configuration not stated)	-0.12	-0.026	-0.11	12	1	-10	7	-0.6	1
CCOC(=O)Cc1csc(NC(=O)CSc2nnc(Cc3csc(N)n3)n2C)n1	0.46	0.0017	-0.12	6	0.9	nt	5	-0.1	-6
CCn1c(CSc2nncn2-c2ccc(OC)cc2)nc2cc(S(=O)(=O)N(C)C)ccc21	1.9	-0.087	-1.5	11	1	10	13	-0.6	-2
CCCN(C(=O)Cc1nc(N)n[nH]1)C1(C(=O)Nc2c(C)cccc2C)CCCCC1	nt	0.37	nt	8	1.1	0	5	0.1	-11
O=C(NCc1cccs1)C1CC(c2ccccc2O)=NO1 (configuration not stated)	-0.0068	2.8*	-0.13	6	0.8	nt	4	-0.6	4
CCc1ccc2oc(=O)cc(CN3CCN(CCO)CC3)c2c1	0.18	-1.4	0.0053	6	0.9	-1	8	-1.9	2
CCN(CC)S(=O)(=O)c1ccc(NC(=O)CN(c2cccc(F)c2)S(C)(=O)=O)cc1	-2	0.045	-0.26	3	0.9	-2	0	-1.0	-7
Cc1cc(N2CCCC2=O)cc(C)c1S(N)(=O)=O	-0.68	-0.79	0.041	-4	0.9	9	2	0.0	1
COc1ccc(NC(=O)C(Cc2ccccc2)NC(=O)c2ccco2)cc1OC (configuration not stated)	-0.51	0.7	-0.36	0	0.9	nt	12	-0.8	-6
Cc1ccc2[nH]c(=O)c3cc(C(=O)NCCN4CCN(C)CC4)sc3c2c1	-0.79	-0.46	-0.5	-1	0.9	-2	-1	-0.5	-6
CCn1c(=O)c2c(nc3n2CC(C)CN3CCc2ccccc2)n(C)c1=O (configuration not stated)	0.72	-1.1	-0.54	5	0.9	-32	0	-0.7	6
COc1ccc(N2CCN(CCNC(=O)C3CCN(S(=O)(=O)c4cccs4)CC3)CC2)cc1	-0.73	-0.93	-0.035	-5	0.9	11	7	-1.7	4
Cc1noc(C)c1C(=O)Nc1sc(C)c(-c2ccccc2)c1C#N	-1	-0.083	-0.58	6	1	-6	11	-0.9	-1
O=C(Nc1ccc2c(c1)CCC2)C1COc2ccccc2O1 (configuration not stated)	2	0.039	0.17	-5	0.9	-25	6	-0.7	-3
CN(Cc1ccccc1)c1nc2c(c(=O)[nH]c(=O)n2C)n1C	-0.16	-0.12	-0.043	5	nt	-17	nt	0.5	0
CCOC(=O)CC(C#N)c1cn(C)c2ccccc12 (configuration not stated)	0.53	-1.5	-0.72	nt	0.8	-2	19	-1.9	nt
O=C(NC(=O)N1CCN(c2cccc(Cl)c2)CC1)c1ccccc1	0.62	-1.7	-1.5	27	1	21	11	-0.7	-2
CSc1ccc(CN(C)CC(=O)NC(=O)NC(C)(C)C)cc1	0.091	-0.46	-1.5	16	0.9	11	4	-0.1	-1
